# H9c2 TAG inh – inhibitors of triacylglycerol accumulation, primary screen, cell-based, uHTS, fluorescence, H9c2. inhibition, % at 12.5 µM. H9c2 cells, Nile Red lipid (TAG) fluorescence; cells loaded with 200 µM oleic acid. actives 0.66% (n = 230,000);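 active means pattern-corrected inhibition of lipid staining of at least 50% with the nuclear-stain viability signal not falling by more than 50%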;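 further: 0% = DMSO wells and 100% = triacsin C control wells; some results filed as inactive read as strong as hits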
# H9c2 TAG inh DAPI viability – recorded beside H9c2 TAG inh, whose call it bears; DAPI nuclei signal change (viability), lower = more cytotoxic, %;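 whole-well DAPI fluorescence read on a plate reader as a viability signal; minus 50 percent equals half of cells still viable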
# Numbers without * were called inactive; i = inactive. The list is partial, so the mix of outcomes need not match the whole.
SMILES,H9c2 TAG inh,H9c2 TAG inh DAPI viability
COc1ccc(CC(N)c2csc(NC(=O)c3cc(C(C)(C)C)oc3C)n2)cc1 (stereo unspecified),23,-13
CC(C)c1ccc(N(CC(=O)Nc2ccc(S(=O)(=O)N3CCOCC3)cc2)S(C)(=O)=O)cc1,-7,-4
C=CCn1c(SCC(=O)NCC(c2ccccc2)N(C)C)nnc1C1CCCCC1 (stereo unspecified),1,-9
O=C(CCC(=O)c1cccs1)OCc1nnc(-c2ccccc2)o1,11,5
Cc1ccc(CNS(=O)(=O)c2cccc3nsnc23)cc1,-1,5
Cc1ccsc1C(=O)N1CCN(C(=O)c2ccco2)CC1,-1,-5
COc1ccc(/C=C/C(=O)OCC(=O)Nc2cc(C(F)(F)F)ccc2Cl)cc1,-8,-7
Cc1ccc([C@H]2C[C@@H](n3cc(-c4ccc(F)cc4)nn3)[C@H](O)CN2C(=O)c2cccs2)cc1,2,1
Cc1ccc(NC(=O)CN(C)CC(=O)N(C)Cc2ccccc2)cc1,-17,6
COc1cccc(C2Nc3cccc4cccc(c34)N2)c1,26,-8
COc1ccccc1C(=O)NCC(=O)N/N=C/c1ccncc1,9,0
CC(C)(C)OC(=O)N1CCC(NC(=O)c2nc[nH]c2C(=O)NC2CCN(C(=O)OC(C)(C)C)CC2)CC1,20,-16
COc1ccc(/C=C/C(=O)OCC(=O)Nc2cc(S(=O)(=O)N(C)C)ccc2Cl)cc1,-3,1
Cc1cc(C)cc(CC(=O)N2CCC2(C)C(=O)NS(=O)(=O)c2cccc(F)c2)c1 (stereo unspecified),-1,8
CCOC(=O)C1=C(COC(=O)CCNS(=O)(=O)c2ccc(C)c(C)c2)NC(=O)NC1C (stereo unspecified),-9,-7
N=c1ccn(O)cc1CCc1ccccc1,-11,-6
Cn1c(=S)oc2ccccc21,-4,1
O=C(OCC(=O)N1CCCC1=O)c1nc(Cl)c(Cl)c(Cl)c1Cl,4,-6
COc1cc(NC(=S)NNC(=O)CC(C)C)c(OC)cc1Cl,8,-3
CN(C)CC(=O)Nc1ccc(S(N)(=O)=O)cc1,-4,15
Cc1cccc(N=Nc2ccc(O)c3ncccc23)c1,82*,-25*
Cn1nnnc1SCc1ccccc1[N+](=O)[O-],-6,4
COc1cccc(C(=O)CN2C3=NCCCN3c3ccccc32)c1,0,4
O=S1(=O)C[C@@H](N2CCOCC2)[C@H](N2CCOCC2)C1,-11,-1
C/C(=N\NC(=O)c1cccc(O)c1)c1cccc(NC(=O)c2ccc(F)cc2)c1,5,3
CN(C(=O)c1cccc(NC(=O)Cc2cccc(NC(=O)C3CCN(C(=O)C4CCCC4)CC3)c2)c1)C1CC1,21,-9
CCC(C)(C)NC(=O)C(c1cccs1)N(C(=O)c1ccn[nH]1)c1cccc(OC)c1 (stereo unspecified),-5,-1
COc1ccc(C)c2sc(N(CCCN(C)C)C(=O)CS(=O)(=O)c3ccc(F)cc3)nc12,7,2
Cc1ccc(NCC(=O)Nc2cccc(S(=O)(=O)N(C)C)c2)cc1S(=O)(=O)N1CCCCCC1,-21,-2
Cc1cccc(COCC(CC(C)C)N2CCN(C(=O)c3ccc(C(F)(F)F)cc3)CCC2=O)c1 (stereo unspecified),-1,-4
CCC(Sc1ccc2nnc(-c3cccnc3)n2n1)C(=O)OC (stereo unspecified),1,-7
CCOc1ccccc1NC(=O)NNC(=O)COc1cccc(C)c1C,2,-4
CCOc1ccc(NCCC#N)cc1,7,2
O=C(c1ccc(N2C(=O)c3ccccc3C2=O)cc1)N1CCN(S(=O)(=O)c2ccccc2F)CC1,1,-6
Cc1onc(-c2ccccc2)c1C(=O)NNC(=S)NC(=O)c1ccc2c(c1)OCO2,3,-5
CCOc1ccc(S(=O)(=O)N(C)CC(=O)NC2CC2)cc1,-6,-10
CCN(C(=O)CC(C)C)c1nnc(Cn2nnc3ccccc32)s1,-24,-12
CCOc1ccccc1C(=O)NN1C(=O)C2CCCCC2C1=O (stereo unspecified),5,2
O=C(Nc1cccnc1Cl)c1cc(-c2ccco2)on1,10,10
COC(=O)CSc1nnc(-c2ccc(OC)c(OC)c2)o1,4,-11
Cc1cc(F)c(F)c(C(=O)N2CCCCC2C)c1Cl (stereo unspecified),-31,1
CCn1cc(Cl)c(C(=O)NNC(=O)CCn2nc(C)c([N+](=O)[O-])c2C)n1,7,1
Cc1nc(-c2ccc(F)cc2)c(CC(=O)N2CCN(S(=O)(=O)c3cccc([N+](=O)[O-])c3)CC2)s1,-13,-7
COCCn1c(N)c(N(Cc2ccccc2)C(=O)CSCC(=O)Nc2ccc(OC)cc2)c(=O)[nH]c1=O,-8,-1
COc1ccc(C(=O)CSc2nnc(CNC(=O)c3ccc(OC)c(OC)c3)n2C)cc1,-4,8
Oc1[nH]c2ccccc2c1C=Nc1ccc2c(c1)OCCO2,-1,6
O=C(c1cccc(Br)c1)N1CCN(c2ccccn2)CC1,-3,3
O=C(N/N=C/c1cc2c(cc1Br)OCO2)c1c[nH]c2ccccc12,11,-1

# 6 entries picked at random from those above:
SMILES,H9c2 TAG inh,H9c2 TAG inh DAPI viability
COc1ccc(C(=O)CSc2nnc(CNC(=O)c3ccc(OC)c(OC)c3)n2C)cc1,-4,8
Cc1cc(F)c(F)c(C(=O)N2CCCCC2C)c1Cl (stereo unspecified),-31,1
CCOc1ccccc1C(=O)NN1C(=O)C2CCCCC2C1=O (stereo unspecified),5,2
COCCn1c(N)c(N(Cc2ccccc2)C(=O)CSCC(=O)Nc2ccc(OC)cc2)c(=O)[nH]c1=O,-8,-1
O=C(Nc1cccnc1Cl)c1cc(-c2ccco2)on1,10,10
Cc1nc(-c2ccc(F)cc2)c(CC(=O)N2CCN(S(=O)(=O)c3cccc([N+](=O)[O-])c3)CC2)s1,-13,-7

# Further entries follow:
SMILES,H9c2 TAG inh,H9c2 TAG inh DAPI viability
COCO/C=C(\NC(C)=O)c1ccccc1,3,8
c1ccc2[nH]c(CN3CCN(c4ncnc5c4oc4ccccc45)CC3)nc2c1,12,4
Cc1ccc(CSCC(=O)Nc2ccccc2C(=O)O)cc1,4,1
Cc1ccc(S(=O)(=O)N2[C@@H](c3ccc(F)cc3)C(C(=O)O)=C[C@H]2CC2CCCC2)cc1,-1,2
CC(C)(C)Nc1nc(NC(C)(C)C)nc(-n2ccnc2)n1,19,3
CCCCn1nc(C(=O)N(C)C2CCCCC2)c2ccccc2c1=O,2,1
O=C(OCC1OC2C(Oc3nc(=O)ccn32)C1O)c1ccccc1 (stereo unspecified),0,-4
O=C(NNC(=O)c1ccco1)c1cccc(Br)c1,-8,4
CC(=O)OCC1OC(OCc2cn(C[C@H]3CC[C@@H]([C@@H]4CC[C@H](Cn5cc(COC6OC(COC(C)=O)C(OC(C)=O)C(OC(C)=O)C6OC(C)=O)nn5)O4)O3)nn2)C(OC(C)=O)C(OC(C)=O)C1OC(C)=O (stereo partly specified),6,2
O=C(NCc1ccc(Cl)cc1)C1CCC(CNc2c(N3CCOCC3)c(=O)c2=O)CC1 (stereo unspecified),5,-3
Cn1c(CN2CCCCC2)nc2cc([N+](=O)[O-])ccc21,-1,-4
O=C(CCC1CCCC1)NNC(=O)c1ccc(F)cc1,-8,-9

# A second format for 5 compounds above.
compound	H9c2 TAG inh	H9c2 TAG inh DAPI viability
CC(C)(C)Nc1nc(NC(C)(C)C)nc(-n2ccnc2)n1	19	3
CCCCn1nc(C(=O)N(C)C2CCCCC2)c2ccccc2c1=O	2	1
O=C(OCC1OC2C(Oc3nc(=O)ccn32)C1O)c1ccccc1 (stereo unspecified)	0	-4
O=C(NNC(=O)c1ccco1)c1cccc(Br)c1	-8	4
CC(=O)OCC1OC(OCc2cn(C[C@H]3CC[C@@H]([C@@H]4CC[C@H](Cn5cc(COC6OC(COC(C)=O)C(OC(C)=O)C(OC(C)=O)C6OC(C)=O)nn5)O4)O3)nn2)C(OC(C)=O)C(OC(C)=O)C1OC(C)=O (stereo partly specified)	6	2

# Continuation:
SMILES,H9c2 TAG inh,H9c2 TAG inh DAPI viability
O=C(NCCS(=O)(=O)N1CCN(Cc2ccccc2)CC1)c1ccc(F)cc1,-7,1
COc1ccc2c(CC(=O)Nc3nccs3)coc2c1,-3,-13
O=C(O)CCC(=O)OCCN(Cc1ccc(Oc2ccc([N+](=O)[O-])cc2)cc1)C(=O)C(Cl)Cl,2,11
O=C(Nc1ccc(N2CCOCC2)cc1)c1cc(-c2ccncc2)nc2ccccc12,20,-1
C#C[C@]1(O)CC[C@H]2[C@@H]3CCc4cc(O)ccc4[C@H]3CC[C@@]21C,-4,6
COC(=O)C[C@@H]1C[C@H]2c3cc(NS(C)(=O)=O)ccc3O[C@H]2[C@H](CO)O1,8,-16
COc1ccc(OC)c(-c2cc(C3CCN(c4ncccc4[N+](=O)[O-])CC3)[nH]n2)c1,-5,-2
O=C(NNc1ccccc1F)C1CCC1,-4,-5
CCC1(c2ccc(Cl)cc2)NC(=O)N(CC(=O)NC2CCCCCC2)C1=O (stereo unspecified),-12,10
COc1ccc(OC)c(NC(=O)CSc2nnnn2C)c1,-2,2
CN1CCN(C(=O)CNC(=O)C23CC4CC(CC(C4)C2)C3)CC1,-4,5
NC(=S)N/N=C/c1ccc2c(c1)OCCO2,-47,i
O=C(NCc1ccco1)[C@@H]1CCCN1C(=O)c1cccs1,9,-8
Oc1ccc(/C=N/NC(=S)Nc2cccnc2)cc1,10,-5
COC(=O)c1ccccc1NC(=O)NCCc1ccccc1OC,14,-4
Cn1c(=O)c2c(-c3ccccc3)n(-c3ccccc3)cc2n(C)c1=O,11,7
CCCCn1c(N)c(N(CC(C)C)C(=O)c2oc3ccc(OCC)cc3c2C)c(=O)[nH]c1=O,16,-7
COc1ccc(C2C(=O)c3ccccc3C2=Nc2ccc(Br)cc2)cc1 (stereo unspecified),35,2
Cc1nnc(-c2cnn(C)c2N)n1Cc1ccc(Cl)cc1,7,8
O=C(O)c1cn(Cc2ccccc2Cl)c2ccc(S(=O)(=O)N3CCOCC3)cc2c1=O,11,-12
O=C(Nc1cccc2ncccc12)c1ccc(OCc2ccccc2)cc1,-11,5
CCCOc1ccc(/C=C/C(=O)NC2CCCCC2)cc1OC,27,-3
Cc1cc(C)cc(C(=O)N(c2ccccn2)C(C)c2ccco2)c1 (stereo unspecified),3,-2
CCN(CCO)C(=O)CC1C(=O)NCCN1Cc1c(F)cccc1Cl (stereo unspecified),-10,8
O=C(C(=O)N1CCCCC1)c1cn(CC(=O)N2CCCCCC2)c2ccccc12,27,-5
CN(C)S(=O)(=O)c1ccc(NC(=O)c2c(F)cccc2Cl)cc1,7,12
CCCCCSc1ncccc1C(=O)O,6,-15
CCN(C#N)c1nc(NC(C)C)nc(NC(C)(C)C)n1,2,-4
Cc1ccc(C(=O)NC(=S)Nc2ccccc2N2CCOCC2)cc1C,-11,0
CC(C)CN(C)C(=O)CC1C(=O)NCCN1C (stereo unspecified),10,9
CC1(c2ccc(OC(F)F)cc2)NC(=O)N(CC(=O)Nc2cccnc2Cl)C1=O (stereo unspecified),19,-2
Cc1ccccc1NC(=O)C(C)OC(=O)C1CC(=O)N(Cc2ccco2)C1 (stereo unspecified),8,-2
COc1ccc(C(=O)Oc2ccc3c(c2)OCO3)cc1OC,1,-4
CCCCN(C(=O)C(CCSC)N1C(=O)c2ccccc2C1=O)c1c(N)n(CCC)c(=O)[nH]c1=O (stereo unspecified),2,-8
Cc1csc(CNc2ncnc3ccc(-c4ccccc4Cl)cc23)c1,8,-8
Cc1noc(C)c1NC(=O)N(C)C[C@H]1Oc2ccc(NC(=O)C3CCCCC3)cc2C(=O)N([C@H](C)CO)C[C@@H]1C,-18,0
C=CCOC(=O)C1=C[C@H](c2ccc3c(c2)OCO3)C[C@H](OCCCCO)O1,-89,-8
Cc1ccc(S(=O)(=O)N2CCNC(=O)CC2)cc1,11,-8
CCOc1ccc(NC(=O)Cc2cccc3ccccc23)c([N+](=O)[O-])c1,31,1
CN1CCN(C2=C(Cl)C(=O)N(C3CCCCC3)C2=O)CC1,10,-18
Cc1ccc2c(c1)nnn2C1CCN(S(=O)(=O)c2ccc(C(=O)O)cc2)CC1,-4,1
COc1ccc(-c2cn3cc(Br)cnc3n2)cc1,-2,7
O=C(CCNS(=O)(=O)c1ccccc1C(F)(F)F)NCCCc1ccccc1,5,-4
CCCN(CC(=O)Nc1ccccc1OC)C(=O)c1ccc(S(=O)(=O)NCc2ccco2)cc1,28,-3
CC1(C(=O)Nc2cccc3cccnc23)CCN1Cc1csc2ccccc12 (stereo unspecified),4,9
Cc1ccc(CNC(=O)c2cc3c(=O)n4ccccc4nc3n(Cc3ccco3)c2=N)cc1,7,12
CC(=O)Nc1ccc(S(=O)(=O)NNC(=O)COc2ccc(Cl)cc2Cl)cc1,-5,7
COCCN(CCOC)C(=S)Nc1ccccc1Cl,-6,i
CCCCN1C(=O)C(=O)N(CC(=O)Nc2cc(OCC)c(N3CCOCC3)cc2OCC)C1=O,0,-2
O=C(CN1C(=O)c2cccc3cccc(c23)C1=O)N1CCOCC1,6,0
CCCCn1c(N)c(N(CCOC)C(=O)COC(=O)CCOc2ccc(C)cc2)c(=O)[nH]c1=O,-4,-8
COc1ccccc1NS(=O)(=O)c1ccc(C(=O)NCc2ccc(S(N)(=O)=O)cc2)cc1,-3,5
S=C1NC2=C(C(c3ccc(Br)cc3)N1)N1CCC2CC1 (stereo unspecified),6,-8
Cc1nc2ccc(NC(=O)c3ccc(Cl)nc3)cc2s1,1,13
Cc1ccc(NS(=O)(=O)c2ccc(C(=O)N3CC(C)OC(C)C3)cc2)cc1 (stereo unspecified),-21,1
CN(C(=O)COc1coc(CN2CCN(c3ccccc3)CC2)cc1=O)c1ccccc1,1,-1
CCO[C@H]1OC(C(=O)N2CCN(Cc3ccc4c(c3)OCO4)CC2)=C[C@@H](C2CC2)[C@@H]1CCCO,-18,-1
CCN(CC)S(=O)(=O)c1ccc(NC(=O)Cn2cnc3ccccc3c2=O)cc1,1,-3
COCCn1c(C)cc(C(=O)CSc2nncn2-c2ccccc2)c1C,5,0
